Compound activity deposited in PubChem BioAssay by National Center for Advancing Translational Sciences (NCATS).
Shiga inhibitor: inhibitors of Shiga toxin in Vero cells; Vero cells, Shiga toxin protein synthesis inhibition reporter; inhibition, % at 38.7 µM; hit rate 9.2% among 290,000; in the data active = inhibition mostly above about 28%, no sharp cut-off; inactive = mostly below about 43%; also: 0% is about no effect
Pf growth 96h: inhibits malaria parasite growth, 96 h; P. falciparum luciferase reporter growth, 96 h; Potency, µM (highest dose often 28.7 µM), for inactives: top-dose activity change, negative = inhibition, actives largely listed as inhibitors; hit rate 6.9% among 320,000; also: potency is read from the fitted curve at half-maximal effect; % is scaled to controls: 0 for no effect and ±100 for the full control effect
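Erythrocytes infected with luciferase-expressing P. falciparum were dispensed at 2% hematocrit and 0.05% parasitemia (final), then incubated with compounds 96 hours at 37 C in 5% CO2. Luminescence after detection reagent addition reported growth.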
HCV inh: blocks hepatitis C virus; hit rate 3.4% among 340,000; Huh7.5.1 HCVcc-Cre infection, luciferase reporter, 44 h; Potency, µM (titrated, usually from 41.8 µM), for the others: at the highest dose activity change, negative = inhibition, usual class: inhibitors; also: potency is read from the fitted curve at half-maximal effect; % is scaled to controls: 0 for no effect and ±100 for the full control effect
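Cells seeded at 1,000/well and cultured 4 h, then compounds added followed by HCVcc-Cre virus (~0.5 moi). After 44 h further culture, luciferase substrate was added, plates held 15 min at room temperature, and luminescence read for 15 sec.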
TbPYK inhibitor: blocks Trypanosoma brucei pyruvate kinase; Potency, µM (highest dose often 76.8 µM), for inactives: at the top dose activity, negative = inhibition, most hits filed as inhibitors; TbPYK enzyme, Kinase-Glo Plus ATP luminescence, 45 min; AID 624173; hit rate 0.12% among 410,000; Q57TT1; also: potency is read from the fitted curve at half-maximal effect; % is scaled to controls: 0 for no effect and ±100 for the full control effect; nearly all actives have a fitted effect of over 50% in size
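T. brucei PYK with substrate was exposed to pin-transferred compounds across a concentration series, then started with 130 uM ADP (final). After 45 min at room temperature, Kinase-Glo Plus luminescence was read, normalized and curve-fitted.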
Pf growth 48h: P. falciparum growth inhibition at 48 hours (one generation). Potency, µM (titrated, usually from 28.7 µM), for inactives: at the highest dose activity change, negative = inhibition, most hits filed as inhibitors. P. falciparum luciferase growth in erythrocytes, 48 h. AID 504832. hit rate 5.9% among 310,000; also: potency is read from the fitted curve at half-maximal effect; % is scaled to controls: 0 for no effect and ±100 for the full control effect
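In quantitative HTS format, infected erythrocytes bearing luciferase-reporter parasites were treated for a single generation at 37 C. Luminescence after adding detection reagent served as the growth measure.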
CHX counter: counter-screen for Shiga toxin inhibitors: cycloheximide protein synthesis inhibition | cell reporter, cycloheximide protein synthesis inhibition counterscreen | max response, % | hit rate 12% among 300,000 | AID 2314; in the data active = max response mostly above about 13%, no sharp cut-off; inactive = mostly below about 14%; also: read at 38.3 µM for the half of the compounds with a filed dose; 0% is about no effect
LmPK inhibitor: LmPK (Leishmania mexicana) enzyme inhibition | Q27686 | purified LmPK, Kinase-Glo ATP luminescence, 1 h | Potency, µM (doses to about 57.5 µM), for inactives: at the top dose activity change, negative = inhibition, most hits filed as inhibitors | hit rate 0.37% among 290,000; also: potency is read from the fitted curve at half-maximal effect; % is scaled to controls: 0 for no effect and ±100 for the full control effect
Target sequence (Q27686 whole entry, looked up): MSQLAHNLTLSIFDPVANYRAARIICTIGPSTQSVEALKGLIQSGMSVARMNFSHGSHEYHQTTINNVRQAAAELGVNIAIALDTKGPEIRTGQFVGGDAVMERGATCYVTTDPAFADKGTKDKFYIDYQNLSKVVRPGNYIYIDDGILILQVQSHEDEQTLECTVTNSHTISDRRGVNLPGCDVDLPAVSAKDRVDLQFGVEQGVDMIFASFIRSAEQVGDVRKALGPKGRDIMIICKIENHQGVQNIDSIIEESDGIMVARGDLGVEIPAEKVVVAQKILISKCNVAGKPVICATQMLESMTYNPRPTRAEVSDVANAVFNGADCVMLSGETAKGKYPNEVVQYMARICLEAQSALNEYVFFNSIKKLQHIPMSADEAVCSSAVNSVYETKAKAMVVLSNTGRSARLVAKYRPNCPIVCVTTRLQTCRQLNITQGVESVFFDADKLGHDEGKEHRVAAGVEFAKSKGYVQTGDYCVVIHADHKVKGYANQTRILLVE
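Purified LmPK (0.1 nM) converted ADP (0.1 mM) to ATP with PEP (0.5 mM) in imidazole buffer pH 7.2 with KCl and MgCl2, 1 h at room temperature. ATP was read by Kinase-Glo luminescence; data normalized to uninhibited and no-enzyme controls.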
Starred values were filed as active, the others as inactive; ? = inconclusive; · = not tested or not shown; & = joins results of further samples; [ ] = dose if it differs, or a comment. Unless noted, calls follow the shape of the dose curve; as a rule, active = well fitted curve in the direction sought with a large enough effect; inconclusive = small, poorly fitted or top-dose-only effect, or another doubt; inactive = no such curve, though single readings can be large; an effect the other way counts as inactive or inconclusive.

SMILES	Shiga inhibitor	Pf growth 96h	HCV inh	TbPYK inhibitor	Pf growth 48h	CHX counter	LmPK inhibitor
Cc1noc(NS(=O)(=O)c2ccc(NC(=O)CCCOc3ccc(Cl)cc3Cl)cc2)c1C	-5	6%	9%	6%	7%	-3	-6%
COC(=O)C1=C(C(=O)OC)[C@@H]2N(C)c3ccccc3[C@@]23C[C@@H](CO)N(C(=O)NCCBr)C3=N1	-12	?	?	2%	9.3µM*	-3	0%
O=C(NCc1ccc(N2CCCC2=O)cc1)Nc1ccccc1	34	44%[activator]	0%	4%	11%	2	-2%
COc1ccc2c(c1)CCc1cn3nc(C)cc3nc1-2	4	?	?	1%	?	1	2%
O=C(C1CCCN(S(=O)(=O)c2cccc3nonc23)C1)N1CCN(c2ccccc2)CC1 (stereo unspecified)	-24	·	?	0%	-33%	-2	0%
Oc1oc(-c2ccccc2)nc1C=NCc1ccncc1	2	-13%	20%	-4%	9%	-2	0%
O=C(COC(=O)CCC(=O)c1ccc(F)cc1)Nc1ccc2[nH]c(=O)[nH]c2c1	·	6%	-2%	3%	16%	·	·
Cc1nc(-c2ccccn2)sc1C(=O)Nc1ccc(F)cc1F	59*	?	6%	3%	5%	31*	5%
O=C(Nc1nnc(SCc2cccnc2)s1)C1CC(=O)N(c2ccccc2)C1 (stereo unspecified)	-1	-23%	15%	-7%	4%	-3	-4%
CCCCCC(=O)Nc1ccc(N2CCN(C(=O)CCC)CC2)cc1	-3	14%	0%	5%	-14%	7	-1%
Cc1nn(C(C)C(=O)Nc2ccccc2Cl)c(=O)c2nn(-c3ccccc3)c(C)c12 (stereo unspecified)	-15	12µM*	-2%	0%	-22%	-10	-12%
Cc1ccc(C)c(OCc2cc(C(=O)NC3CCOC(C)(C)C3)no2)c1 (stereo unspecified)	85*	10µM*	·	3%	-3%	56*	4%
CCOC(=O)c1[nH]c(COC(=O)c2ccccc2NC(=O)c2ccco2)c(C(=O)OCC)c1C	-18	?	?	2%	12µM*	15	2%
CCN(c1ccccc1)S(=O)(=O)c1ccc(OC)c(NC(=O)c2cc(Cl)ccn2)c1	·	6.6µM*	-14%	5%	?	·	·
CCC(C)[C@H]1CNCCN1CCc1cccc(F)c1 (stereo partly specified)	·	68%[activator]	2%	2%	-2%	·	·
Cc1noc(C)c1CN1C(=O)NC2(CCc3ccccc3C2)C1=O (stereo unspecified)	-10	6%	-4%	-1%	-3%	-2	5%
C=CCn1cc(C(=O)OC)c(=O)c2cc(S(=O)(=O)N(CC)CC)ccc21	11	?	1%	-3%	·	10	9%
CCOC(=O)C(=Cc1ccc(F)cc1)C(=O)OCC	-18	-18%	·	·	-1%	-6	-3%
O=C(CN1CCc2ccccc2C1)Nc1ccc(F)cc1F	-7	?	-5%	5%	-7%	1	0%
COc1ccc(CCNCC(O)COc2cccc(Br)c2)cc1 (stereo unspecified)	-13	9%	-17%	-10%	19%	-2	2%
COc1cc(C(=O)NNC(=O)c2cccn2C)cc(OC)c1OC	·	-10%	?	2%	26%	·	·
CCn1c(-c2ccccc2)ccc(C#N)c1=O	-10	23%	?	-2%	2%	4	1%
COc1ccccc1CNC(=O)CCCn1nc(C)c2c(C)n(-c3ccccc3)nc2c1=O	-3	12µM*	-26%	0%	-25%	-4	3%
Cc1ccc2[nH]c(=O)c(CN(Cc3ccccc3Cl)C(=O)N3CCOCC3)cc2c1	-18	·	8%	-19%	?	0	1%
COc1ccc(C(=O)Nc2nc3nc(-c4ccccc4)cc(=O)n3[nH]2)cc1	-14	-12%	14%&6%	-6%	3%	-1	1%
O=C(NCC1COc2ccccc2O1)c1ccco1 (stereo unspecified)	-4	?	11%	4%	3%	1	7%
CCC(=O)N1CC(=O)Nc2ccc(Br)cc2C1c1ccccc1 (stereo unspecified)	1	32%[activator]	15%	-2%	103%[activator]	-1	7%
Cc1nn(S(=O)(=O)c2ccc(Cl)cc2)c(C)c1S(=O)(=O)N1CCOCC1	-4	-15%	17%	-13%	-2%	-2	1%
COC(=O)c1ccc(C(=O)NC2CCCN(Cc3ccc(Cl)cc3)C2)nc1 (stereo unspecified)	-5	?	10%	-5%	0%	-1	1%
CCOC(=O)Cn1nnnc1CN(Cc1ccccc1)Cc1cc2cc(CC)ccc2[nH]c1=O	3	12µM*	3%	-5%	-14%	-2	1%
CC(=O)Nc1ccc(S(=O)(=O)NCC(=O)OC(C)c2ccccc2Cl)cc1 (stereo unspecified)	16	-12%	-9%	12%	-16%	-4	1%
O=C(COC(=O)c1ccc([N+](=O)[O-])s1)NCc1ccccc1	5	?	16%	3%	4%	0	2%
C[C@H](NC(=O)[C@H]1N2C(=O)c3ccccc3C2SC1(C)C)C(=O)NCc1ccncc1 (stereo partly specified)	-9	48%[activator]	6%	-14%	-6%	9	0%
Clc1ccc(Cc2nnc(-c3cccs3)o2)cc1	12	?	9%	0%	63%[activator]	33*	-6%
O=S(=O)(Nc1nc2ccc(S(=O)(=O)N3CCCC3)cc2s1)c1ccc(F)cc1	-18	6%	9%	-9%	·	-2	13%
O=C(NC(=S)NNC(=O)[C@H]1C[C@@H]1c1ccccc1)c1cccc(F)c1	11	?	-9%	?	96%[activator]	12	-5%
CCc1ccc(/C=C2\SC(=S)N(CCCC(=O)Nc3nccs3)C2=O)cc1	21	?	13%	8%	12%	-4	1%
COC(=O)/C(=C/c1cccnc1)NC(=O)c1ccccc1	13	33%[activator]	6%	-3%	2%	0	-4%
COC(C[C@H](O)C[C@@H](O)COCc1ccccc1)OC	-4	87%[activator]	11%	1%	43%[activator]	-8	-6%
CC(=O)SCCC(=O)Nc1ccccc1	-6	0%	-24%	4%	13%	1	4%
CCOC(=O)C1CCCN(C(=O)c2ccc(Cl)c(S(=O)(=O)N3CCCCC3)c2)C1 (stereo unspecified)	-4	?	-7%	0%	-15%	-4	2%
CCc1nnc(NC(=O)CSc2nnc(-c3cccnc3)n2CC)s1	-14	·	5%	-8%	28%	2	-5%
COC(=O)c1ccccc1NC(=O)CNc1cc(Cl)ccc1N1CCOCC1	-25	-5%[5.75 µM]	?	-11%	?	-1	5%
COc1ccc(-c2nc(-c3cccnc3)no2)cc1OC	47*	53%[activator]	2%	-4%	64%[activator]	39*	-2%
CC(C)OCCCNC(=O)CNC(=O)c1cccs1	-3	?	?	-5%	10%	-3	-8%

5 structures out of the list, ordered by molecular weight, rising:
SMILES	Shiga inhibitor	Pf growth 96h	HCV inh	TbPYK inhibitor	Pf growth 48h	CHX counter	LmPK inhibitor
COC(C[C@H](O)C[C@@H](O)COCc1ccccc1)OC	-4	87%[activator]	11%	1%	43%[activator]	-8	-6%
O=C(NC(=S)NNC(=O)[C@H]1C[C@@H]1c1ccccc1)c1cccc(F)c1	11	?	-9%	?	96%[activator]	12	-5%
CCc1nnc(NC(=O)CSc2nnc(-c3cccnc3)n2CC)s1	-14	·	5%	-8%	28%	2	-5%
O=S(=O)(Nc1nc2ccc(S(=O)(=O)N3CCCC3)cc2s1)c1ccc(F)cc1	-18	6%	9%	-9%	·	-2	13%
CCOC(=O)C1CCCN(C(=O)c2ccc(Cl)c(S(=O)(=O)N3CCCCC3)c2)C1 (stereo unspecified)	-4	?	-7%	0%	-15%	-4	2%

Other structures
SMILES	Shiga inhibitor	Pf growth 96h	HCV inh	TbPYK inhibitor	Pf growth 48h	CHX counter	LmPK inhibitor
Cc1ccc(C2(C)NC(=O)N(CC(=O)Nc3cc(S(=O)(=O)N4CCCCC4)ccc3OC(C)C)C2=O)cc1 (stereo unspecified)	·	?	?	-3%	?	·	·
COC(=O)CNC(=O)CSc1nnc(-c2ccc(OC)cc2)n1CC(C)C	-42	3%	5%	3%	·	-9	-3%
CCS(=O)(=O)c1nn2c(N)c(/C=C3/C=CC(=O)C(OC)=C3)c(=O)nc2s1	-7	?	1%	-12%	?	-2	-2%
COc1cccc(Nc2nnc(SCC(=O)N(CC(C)C)CC(C)C)s2)c1	-5	1.3µM*	?	0%	?	-4	1%
C=CCN1C(=O)S/C(=C/c2ccc(Sc3nc4ccccc4[nH]3)o2)C1=O	-18	19%	?	-5%	43%[activator]	4	4%
CC(=O)Nc1ccc(NC(=O)C(C)OC(=O)CNC(=O)c2cccs2)cc1 (stereo unspecified)	·	32%[activator]	-13%	-7%	20%	·	·
O=C(CN1C(=O)c2ccccc2C1=O)NC1CCC(O)CC1 (stereo unspecified)	·	9%	35%[activator]	-4%	21%	·	·
N#CC1=C(N)Oc2n[nH]c(-c3ccccc3)c2C1c1ccncc1 (stereo unspecified)	-13	-1%	-17%	6%	-15%	7	2%
S=C(NCCc1ccccc1)NCCc1ccccc1	57*	8%	-5%	-8%	58%[activator]	51*	4%
O=C(c1ccc2ccccc2n1)N1CCN(c2ccccc2Cl)CC1	62*	0%	12%	3%	103%[activator]	26*	5%
COc1ccc(N(CC(=O)Nc2cc(OC)c(OC)cc2C(=O)O)S(=O)(=O)c2c(C)noc2C)cc1	1	?	20%	5%	-13%	9	6%
CCc1cc2c(-c3ccccc3)cc(=O)oc2cc1OC(C)C(=O)NCC1CCC(C(=O)O)CC1 (stereo unspecified)	17	9.3µM*	-20%	6%	?	-1	8%
Cc1cccc(NC(=O)Cn2nnc(C(=O)Nc3ccc(F)c(Cl)c3)c2N)c1	-13	-26%	?	-4%&5%	36%	7	3%
CC(C)(C)NC(=O)NC(=O)COC(=O)Cc1coc2ccc3ccccc3c12	35	31%[activator]	34%[activator]	5%	3%	4	-2%
C=CCSc1nnc(N2C(=O)C(O)=C(C(=O)c3ccco3)C2c2ccccc2F)s1 (stereo unspecified)	2	16%	28%	-6%	31%[activator]	2	2%
Cc1ccc(C)c(Oc2cc(NC(=O)CCCn3nc(C)c([N+](=O)[O-])c3C)cc([N+](=O)[O-])c2)c1	-13	?	13µM*	-14%	?	11	6%
CC1=CN2CC(O)CN=C2C=C1 (stereo unspecified)	-3	?	·	-4%	·	-2	-9%
Cc1ccccc1C(C(=O)NC1CCCC1)N(C(=O)CNC(=O)c1ccco1)c1cccnc1 (stereo unspecified)	18	135%[1.15 µM]	·	·	9%	-5	0%
O=C(NNC(=O)c1ccc[nH]1)c1cc(Cl)cc(Cl)c1	-7	-16%	18%	-3%	-4%	2	-6%
NS(=O)(=O)c1ccc(CCN2C(=O)/C(=C\c3ccc(Cl)cc3)SC2=S)cc1	-11	-1%	?	4%	9%	-2	1%
CCOc1cc(NC(=O)CCl)c(OCC)cc1NC(=O)CCl	12	?	?	1%	59%[activator]	8	0%
CC(C)OP(=O)(OC(C)C)C(NC(=O)c1ccccc1Br)C(N)=O (stereo unspecified)	19	58%[activator]	5%	5%	18%	0	-7%
CC(=O)N1CCN2C(=O)C1CCCC(=O)c1cc(C(C)C)ccc12 (stereo unspecified)	15	0%	20%	-2%	-2%	-2	2%
O=C(Nc1cccc(-c2ccc(N3CCOCC3)nn2)c1)c1ccc(Cl)cc1	·	-4%	?	-8%	1%	·	·
CN(C)C(=O)c1ccc(NC(=O)CSc2nnc(-c3ccc4c(c3)OCO4)o2)cc1	·	?	-4%	-5%	1%	·	·
Cc1ccc(S(=O)(=O)Nc2cccc(C(=O)NCc3ccccn3)c2)cc1F	·	-1%	4%	4%	10%	·	·

Rows were taken by chance (roughly 24% active in at least one column).
